From PubChem BioAssay
miR-122 sensor: inhibitors of miR-122 in Huh7 cells; hit rate 0.3% among 340,000; Huh7 miR-122 Renilla luciferase sensor, 48 h; neutral wells = 0, positive control = 100; activation (reporter increase), % at 12.5 µM; AID 602342;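 active = mean replicate activation score at least 90 and every replicate individually at or above 90; inconclusive = only one of the two criteria met; inactive = neither criterion met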;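 note: higher luciferase means less miR-122 activity so hits act as miR-122 inhibitors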
esBAF inh: inhibitors of esBAF chromatin remodeling in mouse ES cells | Bmi1-luciferase knock-in reporter, 24 h; 100% = twice the neutral-well signal | reporter increase, % at 12.5 µM | hit rate 2% among 350,000; in the data active = activation above about 40%; inconclusive = no clear call, values can overlap the other calls;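 note: 0% = median of the plate's neutral control wells and 100% = double that signal; a rise in the Bmi1 reporter signal indicates esBAF inhibition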
ERp5 inh: ERp5 (human) disulfide isomerase inhibition; Q15084; ERp5 insulin aggregation, absorbance 650 nm, 90 min; inhibition, % at 9.99 µM; hit rate 0.05% among 350,000;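 active = mean replicate inhibition above about 25%, with every replicate also reaching it, limit read from the data, passing the limit was not always enough; inconclusive = only one of those two criteria met; inactive = neither criterion met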
Target sequence (Q15084 whole entry, looked up): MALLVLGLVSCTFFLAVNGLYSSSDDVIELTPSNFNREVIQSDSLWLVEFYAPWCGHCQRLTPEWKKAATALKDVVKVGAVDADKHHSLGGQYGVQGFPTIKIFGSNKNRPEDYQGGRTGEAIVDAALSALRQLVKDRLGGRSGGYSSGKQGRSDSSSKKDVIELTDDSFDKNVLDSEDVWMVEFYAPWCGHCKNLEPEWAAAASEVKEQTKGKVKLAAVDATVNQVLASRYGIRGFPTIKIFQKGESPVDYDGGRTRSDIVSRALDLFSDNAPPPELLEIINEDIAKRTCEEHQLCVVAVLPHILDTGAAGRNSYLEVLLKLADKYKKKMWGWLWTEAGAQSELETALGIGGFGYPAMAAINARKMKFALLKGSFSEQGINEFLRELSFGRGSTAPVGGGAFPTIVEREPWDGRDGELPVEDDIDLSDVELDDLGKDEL
SIRT5 inh: sirtuin-5 (human) deacylase inhibition; Q9NXA8; Purified SirT5, succinyl-peptide AMC, trypsin-coupled fluorescence; inhibition, % at 15 µM; hit rate 1.1% among 330,000; in the data active = inhibition above about 15%; inconclusive = no clear call, values can overlap the other calls
Target sequence (Q9NXA8 whole entry, looked up): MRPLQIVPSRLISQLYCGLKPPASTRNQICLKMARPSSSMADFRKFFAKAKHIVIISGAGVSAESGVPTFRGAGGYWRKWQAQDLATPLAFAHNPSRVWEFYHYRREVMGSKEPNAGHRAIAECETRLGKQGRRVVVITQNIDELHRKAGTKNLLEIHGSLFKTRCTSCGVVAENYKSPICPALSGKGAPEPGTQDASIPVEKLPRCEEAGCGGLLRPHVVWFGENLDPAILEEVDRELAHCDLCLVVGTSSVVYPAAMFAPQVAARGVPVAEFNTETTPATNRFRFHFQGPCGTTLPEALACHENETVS
Statin myotox sup: suppressors of simvastatin-induced myotoxicity in C2C12 myotubes. rescue of ATP level, % at 7.49 µM. ATP luminescence, 48 h; scaled: DMSO 0, geranylgeraniol control 100. AID 602340. hit rate 0.78% among 330,000;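 active = mean ATP rescue above about 67%, or every replicate alone reaching that limit, limit read from the data, passing the limit was not always enough; inconclusive = no clear call, values can overlap the other calls; inactive = mean under the limit and some replicate under it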;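 note: myotubes were challenged with 10 µM simvastatin during compound exposure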
Cneo AK release: Cryptococcus neoformans lysis via adenylate kinase release; C. neoformans lysis, adenylate kinase release luminescence, 4 h; normalised: neutral wells 0, clomiphene wells 100; lysis activity, % at 15 µM; hit rate 0.2% among 360,000; AID 651654;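 active = mean lysis activity across replicates of at least 80%, whatever share of replicates individually reach that level; inactive = mean lysis activity below 80%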
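Assay system: Cryptococcus neoformans yeast cells / Dosing: single-point compound dose / Timing: 4 h at 37 °C static, read 1 h later / Measured by: luminescence of released adenylate kinase using an AK detection reagent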
ARNT-TACC3 inh: ARNT/TACC3 interaction disruption | inhibition, % at 9.99 µM | hit rate 0.66% among 390,000 | AlphaScreen His-ARNT PAS-B/GST-TACC3 binding, luminescence; TACC3 fragment carries E629A point mutation | AID 623870 | Q9Y6A5;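 active = mean inhibition of replicates at least 50% and at least half of replicates each reaching 50%; inconclusive = half or more replicates reach 50% but mean below 50%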;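 note: 0% = complete ARNT plus TACC3 wells and 100% = ARNT alone without TACC3; many hits fall short of the cut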
An asterisk follows results filed as active; ? = inconclusive; nt = not tested or not shown; & = joins results of further samples; [ ] = another dose, or the depositor's remark. Compounds were not picked by outcome; 4% or so of the library scored in one or more.

SMILES	miR-122 sensor	esBAF inh	ERp5 inh	SIRT5 inh	Statin myotox sup	Cneo AK release	ARNT-TACC3 inh
C=C(C)c1cccc(C(C)(C)NC(=O)Nc2nnc(C(C)C)s2)c1	0	nt	3	0	nt	10	4
Nc1ccc(Br)cc1C(=O)O	-2	nt	0	nt	nt	7	29
CC(=O)N1CCN(c2ccc(NC(=O)c3ccco3)cc2)CC1	-3	13	4	-9	5	nt	-3
COc1ccccc1C#Cc1cnc2c(c1)C(=O)N([C@H](C)CO)C[C@@H](C)[C@H](CN(C)C(C)=O)O2	0[16.7 µM]	0	1	-2	-7	0	2
CCOc1ccc(-c2ccc(SCC(=O)N3CCOCC3)nn2)cc1	nt	nt	7	-7	nt	nt	-11
CC(=O)c1ccc(CC2SC(N)=NC2=O)cc1 (stereo not drawn)	-7	-9	3	7	0	-1	-6
Cc1ccc(C)c(S(=O)(=O)N2C(=S)NC(=O)C2CC(C)C)c1 (stereo not drawn)	-1	-7	nt	nt	-14	-2	-1
CSCC(=O)N1CCC(n2nccc2NC(=O)CCCc2ccccc2)CC1	8	18	-9	7	6	2	-5
CCOC(=O)c1c(C)[nH]c2c1cc(O)c1ccccc12	12	62*	6	4	7	-2	6
COc1ccc(CN(C)C[C@H]2OCCCC[C@@H](C)Oc3ccc(NS(=O)(=O)c4ccc(Cl)cc4)cc3C(=O)N([C@@H](C)CO)C[C@H]2C)cc1	-12[16.7 µM]	0	-7	6	nt	-3	-1
COC(=O)Nc1c(-c2ccccc2)nc2ccc(C)cn12	-1	-3	nt	nt	-13	0	-4
CC(C)(C)c1ccc(-c2nc3cc(N)ccc3o2)cc1	3	-26	2	1	2	-23	-9
C[C@@H]1CN([C@@H](C)CO)C(=O)Cc2cc(NC(=O)CCC(F)(F)F)ccc2O[C@@H]1CN(C)Cc1ccccc1	1[16.7 µM]	-1	0	-1	0	-2	-15
COc1ccc(NC(=O)Nc2ccc3c(c2)CC(=O)N([C@@H](C)CO)C[C@H](C)[C@H](CN(C)C(=O)NC2CCCCC2)O3)cc1	0[16.7 µM]	-4	0	-3	12	-1	nt
COc1ccc(C(C)N2CC34C=CC(O3)C(C(=O)OCC(C)C)C4C2=O)cc1 (stereo not drawn)	nt	-3	nt	nt	nt	4	-2
COc1cc(CNc2ccc3c(c2)CCC3)cc(OC)c1O	-3	-9	nt	nt	20	2	-15
O=C(CN(C(=O)CSc1nc2ccccc2o1)c1cccc(F)c1)NC1CCCCC1	5	0	nt	nt	24	0	5
Cc1ccc(-n2c(SCC(=O)NCc3cccs3)nnc2-c2ccoc2C)cc1	0	-2	nt	nt	8	0	-11
COc1cc(NS(=O)(=O)c2ccc(NC(=S)NC(=O)c3ccc(F)c(F)c3)cc2)nc(OC)n1	7	-1	-3	1	11	-1	9
O=c1[nH]c(SCc2ccccc2F)nc2ccccc12	nt	nt	-7	0	nt	nt	3

Looked up above.
`COC(=O)Nc1c(-c2ccccc2)nc2ccc(C)cn12` | esBAF inh: -3
`O=C(CN(C(=O)CSc1nc2ccccc2o1)c1cccc(F)c1)NC1CCCCC1` | Cneo AK release: 0

(next part)
SMILES	miR-122 sensor	esBAF inh	ERp5 inh	SIRT5 inh	Statin myotox sup	Cneo AK release	ARNT-TACC3 inh
Cc1onc(-c2ccccc2)c1C(=O)NCCc1ccc(S(N)(=O)=O)cc1	-1	-2	nt	nt	4	-6	-4
CON(C)S(=O)(=O)c1ccc2c(c1)NC(=O)C1CCCN21 (stereo not drawn)	6	1	nt	nt	-2	-3	-2
Cc1ccc(NC(=O)C(=O)Nc2ccc(C)cn2)nc1	-5	57*	-1	-1	10	0	-5
O=C(CSc1nnc(NCc2ccccc2)s1)N1CCOCC1	-5	nt	nt	nt	nt	3	-2
C=CCNC(=O)c1sc(SC)cc1-c1ccc(Cl)cc1	0	-4	nt	nt	21	-8	-4
Cc1ccnc(NC(=O)CCS(=O)(=O)c2ccccc2)c1	-7	25	-7	-4	0	-2	-7
CCNC(=O)COC(=O)C1CCN(S(=O)(=O)c2ccc3c(c2)OCCO3)CC1	-8	nt	-2	-2	nt	nt	-5
NC(N)=NC1=NC(=O)C(Cc2ccccc2)S1 (stereo not drawn)	-5	-8	0	-2	-1	1	-6
O=C(Nc1cccc([N+](=O)[O-])c1)c1ccc2c(c1)OCO2	1	nt	nt	nt	nt	-4	-2
O=C(C1=C(O)C(=O)N(c2nc3ccc(Cl)cc3s2)C1c1ccco1)c1ccco1 (stereo not drawn)	nt	?	-2	-14	2	0	0
CCCc1cc(=O)[nH]c2nnc(SCC(=O)NCc3ccc4c(c3)OCO4)n12	nt	-4	3	-2	-12	-1	2
CCOC(=O)N1CCN(C(=O)Cc2cccc3ccccc23)CC1	-12	-4	-1	-3	1	nt	0
CC(C)c1cn(CC[C@H]2CC[C@H](NC(=O)C3CCC3)[C@@H](CO)O2)nn1	nt	10	2	-1	6	-2	2
CC1CCN(Cc2c(C(=O)N/N=C/c3cc(Br)ccc3O)nnn2-c2nonc2N)CC1	6	-70	3	3	12	1	nt
Cc1cc(N2CCN(c3nc(-c4ccccc4)cs3)CC2)c2ccccc2n1	2	-3	1	4	-9	10	27
CCO[C@@H]1OC(C(=O)N2CCN(Cc3ccccc3)CC2)=C[C@H](c2ccc3c(c2)OCO3)[C@H]1CCCO	nt	nt	3	-1	nt	-1	19
CCOC(=O)[C@H](Cc1c[nH]c2ccccc12)NC(=O)CN=[N+]=[N-]	nt	nt	5	-4	nt	-30	nt
Cc1ccc(C(=O)OCC(=O)NN2C(=O)NC3(CCC(C)CC3)C2=O)cc1 (stereo not drawn)	-3	nt	3	-5	-1	1	-2
CC(C)Cn1c(SC(C)C(=O)Nc2ccc(N3CCOCC3)cc2)nc2ccccc21 (stereo not drawn)	nt	nt	4	3	nt	nt	9
O=C(NCCc1cccc(Cl)c1)c1cccnc1	6	?	4	-3	-1	1	-6
CC=Cc1ccc2n(c1=O)C[C@H]1[C@H](CO)[C@@H](C(=O)NCC)[C@@H]2N1C(=O)Nc1cc(F)ccc1F (mixture of isomers)	4[16.7 µM]	3	-6	-16	-7	-1	-1
OC(c1ccc(F)cc1)c1nc(-c2cncnc2)cs1 (stereo not drawn)	-4	-8	0	0	-3	-6	nt
CC1(C)CC(=O)C2=C(C1)OC(N)=C([N+](=O)[O-])C2c1ccc(C#N)s1 (stereo not drawn)	nt	nt	-10	0	nt	nt	27
CCCCNC1=NCCS1	nt	nt	-1	-1	nt	nt	-10
CCOC(=O)N1CCC(C(=O)Nc2ccc(OCC)cc2)CC1	-2	-2	3	2	12	-1	-2
Cc1cccc(CN(C)C[C@H]2OCc3cn(nn3)CCCC(=O)N([C@H](C)CO)C[C@@H]2C)c1	13[16.7 µM]	2	nt	nt	-1	nt	nt
O=C(O)CSCc1cnn(-c2ccccc2)c1-n1cccc1	4	0	nt	nt	-4	-6	-7
Clc1ccc(-c2nnc3n2-c2ccccc2SC3)cc1	nt	nt	7	-2	nt	nt	-5
CCCn1c(=O)c2ccccc2n2c(SCCOc3ccccc3)nnc12	-5	6	0	-3	-5	1	-1
COc1ccccc1N1CC(C(=O)OCc2nc(N)nc(Nc3ccccc3)n2)CC1=O (stereo not drawn)	6	3	-1	-5	-1	0	19

In the list so far, these contain a COOH group:
SMILES	miR-122 sensor	esBAF inh	ERp5 inh	SIRT5 inh	Statin myotox sup	Cneo AK release	ARNT-TACC3 inh
Nc1ccc(Br)cc1C(=O)O	-2	nt	0	nt	nt	7	29
O=C(O)CSCc1cnn(-c2ccccc2)c1-n1cccc1	4	0	nt	nt	-4	-6	-7

Remaining list, next part
SMILES	miR-122 sensor	esBAF inh	ERp5 inh	SIRT5 inh	Statin myotox sup	Cneo AK release	ARNT-TACC3 inh
CC1CCCC(NC(=O)C2CCN(S(=O)(=O)N3CCCCCC3)CC2)C1C (stereo not drawn)	14	nt	nt	nt	nt	1	-1
COC(=O)c1sc2nc(-c3ccccc3)nc(N3CCN(C)CC3)c2c1C	-2	nt	nt	nt	nt	9	-22
CN(C)c1ccc2c(c1)[C@H]1C[C@@H](CC(=O)NCc3ccncc3)O[C@@H](CO)[C@H]1O2	-4[16.7 µM]	-5	-7	-1	0	-3	10
O=C(NCCOc1ccccc1)C1CCC(=O)N(Cc2ccc(Cl)cc2)C1 (stereo not drawn)	-7	9	-5	1	9	1	-3
O=C(COc1ccc2ccccc2c1Br)Nn1cnnc1	2	0	nt	nt	-10	-5	-3
CCS(=O)(=O)N1CCC(C(=O)Nc2cc(C)ccc2O)CC1	-2	-2	1	nt	0	1	-2
O=C(NCCS(=O)(=O)N1CCN(c2cccc(Cl)c2)CC1)C1CCCC1	nt	-4	3	0	-3	-2	-8
COCc1cn(CC[C@@H]2CC[C@H](NC(=O)Nc3ccc(Cl)cc3)[C@H](CO)O2)nn1	nt	-2	1	12	1	-3	0
Fc1ccc(CN2CCN(c3ncnc4scc(-c5ccc(F)cc5)c34)CC2)cc1	-31	-1	-6	-7	-11	2	0
Cc1oncc1C(=O)NC(C)C	-9	2	nt	nt	0	2	-11
CC(Sc1nnc(-c2ccco2)n1N)C(=O)NCC1CCCO1 (stereo not drawn)	nt	-5	-2	-1	3	0	nt
COc1cccc(NC(=O)Nc2cccn(Cc3ccc(C)cc3)c2=O)c1	nt	nt	12	-2	nt	nt	-10
CN(C)CCCN(C(=O)c1ccc(S(=O)(=O)N(C)C)cc1)c1nc2cc3c(cc2s1)OCO3	-25	-9	-1	1	2	0	nt
COCc1cc(=O)[nH]c(SCC(=O)Nc2ccccc2)n1	0	3	nt	nt	102*	-1	-40
Cc1ccc(Cl)cc1NS(=O)(=O)c1c(C)[nH]c(=O)[nH]c1=O	-8	-7	nt	nt	-2	0	0
Cc1cc([N+](=O)[O-])cc2c1NC(=O)C2(O)N1CCCC(C)C1 (stereo not drawn)	nt	-8	-3	-1	-9	nt	-11
Cc1ccc(C2(c3ccccc3)NC(=O)N(CC(=O)NCc3ccccc3)C2=O)cc1C (stereo not drawn)	-1	-2	2	-4	8	0	1
CC(NC(=O)CN(C)S(=O)(=O)c1ccc(Br)s1)c1ccccc1 (stereo not drawn)	4	5	5	1	4	-1	-6
CCOC(=O)c1c(C)[nH]c(C(=O)CN(C)CC(=O)Nc2ccccc2C(F)(F)F)c1C	0	1	-12	0	15	0	10
COC(=O)C1=C(CSc2nc3c(cc2C#N)CN(C)CC3)OC(N)=C(C#N)C1c1ccc(F)cc1 (stereo not drawn)	9	-5	nt	nt	-4	0	-1
COc1cccc(NC(=O)C2CCCN(S(C)(=O)=O)C2)c1 (stereo not drawn)	-1	3	11	-2	-3	0	-5
C[C@@H]1CN([C@@H](C)CO)C(=O)c2cc(NC(=O)NC3CCCCC3)ccc2O[C@@H]1CN(C)C(=O)Nc1ccc2c(c1)OCO2	-32[16.7 µM]	4	-1	0	-43	-2	1
CCOC(=O)c1[nH]cnc1C(=O)Nc1ccc([N+](=O)[O-])cc1	-5	9	1	-2	4	-3	11
Oc1ccc[n+](CC(O)c2ccccc2)c1 (stereo not drawn)	1	8	2	nt	-7	0	-4
C[C@@H]1CN([C@@H](C)CO)S(=O)(=O)c2ccc(/C=C/c3ccccc3)cc2O[C@@H]1CN(C)Cc1ccc(C(=O)O)cc1	-4	4&-5&0	2&-6&3	3&4	-3&15&23	-1&-5&-2	2&4
OC(CSc1ccc(F)cc1)CN1CCN(c2ccccc2)CC1 (stereo not drawn)	3	nt	3	-1	nt	nt	0
Cc1nc2c(-c3ccc(F)cc3)c(C)nn2c(C)c1CCC(=O)N1CCN(c2ccccn2)CC1	-2	-7	5	-1	6	0	nt
O=C1NN(c2ccccc2)C(=O)/C1=C\c1ccc2c(c1)OCO2	-12	0	-3	1	-2	3	-4
COc1ccc(NC(=O)Nc2ccc3c(c2)CC(=O)N([C@@H](C)CO)C[C@@H](C)[C@H](CN(C)Cc2ccc(Cl)c(Cl)c2)O3)cc1	-15[16.7 µM]	1	nt	nt	-29	0	21
